Assay outcomes from PubChem BioAssay.
hIAP act = human IAP activators, primary screen, biochemical, luminescence, uHTS | Intestinal-type alkaline phosphatase (Homo sapiens), P09923 | purified human IAP, CDP-Star luminescence, 30 min; active compounds read high; 1 = vehicle-only enzyme, 0 = enzyme-free background | activation factor at 10 µM | 330,000 compounds, 0.16% hits;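 active = activation factor of the enzyme at least 2-fold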; also: the source names both 10 and 20 µM as test concentration; values of inactives mirror those of a sister screen read the other way
A3A deaminase = APOBEC3A ssDNA deaminase inhibitors, primary screen, selectivity assay for APOBEC3G inhibitor project, biochemical, FAM/TAMRA oligo cleavage fluorescence; 330,000 compounds, 0.41% hits; DNA dC->dU-editing enzyme APOBEC-3A (Homo sapiens), P31941; inhibition, % at 20 µM; recombinant A3A, FAM/TAMRA ssDNA deamination fluorescence;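 active = at least 40% inhibition at 20 µM here, with at most 30% in a related deaminase screen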;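 also: plate controls were A3A with DMSO for no effect and wells lacking A3A enzyme for full effect; some results filed as inactive read as strong as hits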
hIAP block = human IAP inhibitors, primary screen, biochemical, luminescence, uHTS. Intestinal-type alkaline phosphatase (Homo sapiens), P09923. AID 2544, 2010. inhibition, % at 10 µM. 330,000 compounds, 0.12% hits. purified IAP, CDP-Star luminescence, 30 min;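 active = inhibition reaching a set limit with compound at 10 µM in the primary screen, cut at about 35% in these data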;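 also: plate controls were DMSO wells with enzyme for no effect and no-enzyme buffer wells for full effect; values of inactives mirror those of a sister screen read the other way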
PfG6PD inh = PfG6PD enzyme inhibitors, primary screen, biochemical, fluorescence intensity, uHTS; glucose-6-phosphate dehydrogenase-6-phosphogluconolactonase (Plasmodium falciparum 3D7); PfGluPho enzyme, NADPH resazurin-diaphorase fluorescence; inhibition, % at 20 µM; 350,000 compounds, 0.78% hits;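 active = inhibition reaching at least a set limit at 20 µM in the primary screen, cut at about 59% in these data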;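 also: 0% = DMSO wells with substrate and 100% = DMSO wells lacking glucose-6-phosphate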
ATG4B inhibitor = ATG4B protease inhibitors, primary screen, biochemical, fluorescence, uHTS; 340,000 compounds, 0.51% hits; ATG4B cleavage of LC3-PLA2, NBD-HPC fluorescence, 1 h; inhibition, % at 8.33 µM; in the data active = inhibition above about 40%
mIAP act = activators of mouse IAP, primary screen, biochemical, luminescence, uHTS; activation factor at 10 µM; muIAP, CDP-Star luminescence, 30 min; active compounds read high; 1 = vehicle-only enzyme signal, 0 = enzyme-free wells; intestinal alkaline phosphatase [Mus musculus]; 330,000 compounds, 0.24% hits;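 active = activation factor of at least 2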; also: the source names both 10 and 20 µM as test concentration; values of inactives mirror those of a sister screen read the other way
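System: Mouse IAP enzyme | Also added: CDP-Star substrate | Dosing: Compounds dispensed in DMSO | Schedule: 30 min enzyme-substrate-compound incubation at room temperature | Technique: Chemiluminescence readout | Control set: DMSO-only wells and no-enzyme negative control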
HKDC1 inhibitor = HKDC1 hexokinase inhibitors, primary screen, biochemical, fluorescence, uHTS; recombinant HKDC1, G6PDH/diaphorase resazurin coupled fluorescence; Q2TB90; AID 493160, 2011; 340,000 compounds, 0.16% hits; inhibition, % at 20 µM;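 active = inhibition above about 35% when tested at 20 µM, limit read from the data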;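 also: plate controls were DMSO wells with enzyme for no effect and DMSO wells lacking enzyme for full effect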
Target sequence (Q2TB90 whole entry, looked up): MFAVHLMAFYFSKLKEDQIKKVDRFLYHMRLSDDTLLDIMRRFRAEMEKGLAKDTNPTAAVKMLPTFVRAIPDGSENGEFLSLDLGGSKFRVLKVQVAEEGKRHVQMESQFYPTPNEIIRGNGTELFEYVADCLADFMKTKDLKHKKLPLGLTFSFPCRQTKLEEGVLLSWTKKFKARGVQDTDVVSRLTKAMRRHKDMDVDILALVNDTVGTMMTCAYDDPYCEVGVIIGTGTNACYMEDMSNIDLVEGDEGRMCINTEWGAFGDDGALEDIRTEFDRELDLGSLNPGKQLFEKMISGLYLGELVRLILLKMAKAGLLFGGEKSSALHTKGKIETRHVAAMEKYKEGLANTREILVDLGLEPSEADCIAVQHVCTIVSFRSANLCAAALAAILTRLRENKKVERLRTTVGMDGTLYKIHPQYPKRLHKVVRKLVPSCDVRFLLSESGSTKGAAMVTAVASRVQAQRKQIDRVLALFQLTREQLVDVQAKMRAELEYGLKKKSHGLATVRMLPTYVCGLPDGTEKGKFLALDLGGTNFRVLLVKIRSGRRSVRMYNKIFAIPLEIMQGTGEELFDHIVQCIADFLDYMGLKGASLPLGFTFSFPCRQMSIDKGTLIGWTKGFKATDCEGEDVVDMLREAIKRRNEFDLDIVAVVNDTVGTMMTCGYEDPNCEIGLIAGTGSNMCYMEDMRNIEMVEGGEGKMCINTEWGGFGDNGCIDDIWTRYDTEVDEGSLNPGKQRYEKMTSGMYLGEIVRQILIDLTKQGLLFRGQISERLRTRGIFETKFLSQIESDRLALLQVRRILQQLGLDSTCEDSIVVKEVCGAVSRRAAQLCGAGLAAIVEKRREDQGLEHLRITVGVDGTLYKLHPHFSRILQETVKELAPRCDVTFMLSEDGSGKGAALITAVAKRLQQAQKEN
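test system = in-house recombinant HK5 (HKDC1) enzyme | amount = HKDC1 at 5 µg/mL | control set = DMSO-enzyme wells negative, buffer-substituted wells positive | compound = one dose of 20 µM, 1% DMSO | schedule = reaction time 90 min, room temperature, protected from light | technique = resorufin fluorescence at 613 nm | reagent = glucose with 1 mM ATP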
mIAP block = inhibitors of mouse IAP, primary screen, biochemical, luminescence, uHTS. inhibition, % at 10 µM. purified mouse IAP, CDP-Star luminescence, 30 min. 330,000 compounds, 0.2% hits. intestinal alkaline phosphatase [Mus musculus];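 active = inhibition of at least 40% at 10 µM in the primary screen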;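 also: plate controls were DMSO with enzyme for no effect and no enzyme wells for full effect; values of inactives mirror those of a sister screen read the other way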
Numbers without * were called inactive; x = no result given; & = joins results of further samples. Random draw from the library (roughly 2.4% active in at least one column).

SMILES	hIAP act	A3A deaminase	hIAP block	PfG6PD inh	ATG4B inhibitor	mIAP act	HKDC1 inhibitor	mIAP block
O=C(Cc1ccccc1)Nc1ccc(N2CCOCC2)cc1N1CCOCC1	1	-3	0	6	-14	0.97	-5	3
CCOC(=O)CNC(=O)N1CCc2ccc(NC(=O)c3ccccc3OC)cc2C1	0.86	-3	14	-2	8	1	-6	-4
Cc1cccc(-n2ccnc2SCC(=O)Nc2ccc3c(c2)OCCO3)c1	0.97	-1	3	2	0	0.99	0	1
O=C(NCCCN1CCCC1=O)c1ccc(Cl)c(NS(=O)(=O)c2ccc(F)cc2)c1	0.95	4	5	-29	-10	1	3	-3
COc1cccc(N2CCN(S(=O)(=O)c3cccc4nsnc34)CC2)c1	1.1	1	-8	-1	-7	0.96	-10	4
COc1ccc(C(c2sc3nc(C)nn3c2O)N2CCCCC2)cc1 (stereo not given)	0.72	-5	28	-3	-6	1.1	-7	-6
CCn1c2ccccc2c2cc(NC(=O)CSc3nnc(-c4cccc(F)c4)o3)ccc21	0.91	3	9	-5	-2	1	-2	-3
CCCCc1c(C)nc2ccccc2c1SCCC(=O)O	1	0	-1	-16	-4	1	2	-1
Cc1ccc(-n2nc3c(c2NC(=O)c2ccc4c(c2)OCO4)CS(=O)(=O)C3)cc1	1	-4	-2	3	-3	0.94	-5	6
CCN(CC)c1ccc(NC(=O)CN2C(=O)CC(C)(C)S(=O)(=O)c3ccccc32)c(C)c1	0.99	-3	1	30	1	0.93	5	8
CCC(Cc1ccccc1)NC(=O)C1CCN(S(=O)(=O)c2c(C)noc2C)CC1 (stereo not given)	1.2	-5	-23	2	-12	1.1	-3	-10
CCOC(=O)C1C(=O)CC(C)(O)C(C(=O)OCC)C1c1cccs1 (stereo not given)	1.1	-3	-11	-5	2	0.94	-5	6
CC(Sc1nc2c(c(=O)[nH]1)CCCC2)C(=O)Nc1ccccc1C#N (stereo not given)	1.1	-2	-10	-68	-2	1.1	3	-6
COc1ccc(NC(=O)c2cccc(S(=O)(=O)N(C)c3ccccc3)c2)cn1	1	-3	-1	6	-14	0.85	-5	15
CN(C)C(=O)N1CCC(C(=O)N2CCCC(C(=O)c3ccc(C(C)(C)C)cc3)C2)CC1 (stereo not given)	0.84	-2	16	-2	2	0.95	-13	5
Cc1cc(=S)cc(C)n1CCCO	1	6	-1	6	-4	1	-3	-4
Fc1ccc(CNCc2cccc(Br)c2)cc1	0.93	0	7	-10	18	0.94	-12	6
CCN(CC)C(=O)c1cccc(NC(=O)C2CCN(C(=O)c3cccs3)CC2)c1	1	-1	-5	8	2	1	5	-2
Cc1ccsc1C(=O)C1CCCN(Cc2cccn2-c2ccc(Cl)cn2)C1 (stereo not given)	0.87	4	13	-10	0	0.99	-14	1
Cc1ccc(NC(=O)Nc2ccc3c(c2)C(=O)OC3)cc1Cl	0.88	-1	12	-17	-3	1.1	-7	-10
O=C(O)c1ccc(NC2=C/C(=N/S(=O)(=O)c3ccccc3)c3ccccc3C2=O)cc1	0.96	0	4	107*	43*	0.9	72*	10
COc1ccc(C2=NOC(Cn3nc(C(=O)NCc4cccc(Br)c4)cc3-c3ccccc3)C2)cc1 (stereo not given)	0.98	-4	2	5	53*	1.2	-1	-18
O=C(CCNS(=O)(=O)c1ccccc1Cl)OCc1nnc(-c2ccccc2Cl)o1	0.94	1	6	0	-19	0.89	-1	12
COC(=O)CCN1CCN(S(=O)(=O)c2ccc3c(c2)OCCO3)CC1	0.97	1	3	-4	1	1	-2	-4
CN(Cc1ccccn1)Cc1cn(Cc2ccccc2)nc1-c1ccc2c(c1)OCO2	1.2	1	-18	10	-15	1	-1	-3
Cc1cc(C)nc(SCC(=O)N(C)CC(=O)Nc2ccccc2Br)n1	1	-3	-3	-17	4	0.95	-2	5
CCC(C(=O)N1CCN(c2ccccc2OC)CC1)c1ccccc1 (stereo not given)	0.85	-4	15	-10	-1	1	-10	-3
CC12CCC3c4ccc(O)cc4CCC3C1CC(O)C2O (stereo not given)	0.9	-1	10	-11	-3	1.1	10	-8
Cc1cc(NC(=O)CCCn2nc([N+](=O)[O-])cc2C)no1	1.1	-5	-8	0	-3	0.99	-5	1
CCOC(=O)Nc1ccc2c(COC(=O)CNS(=O)(=O)c3cccc(Br)c3)cc(=O)oc2c1	1.1	15	-6	-9	3	1.1	-5	-11

One compound at a time (already shown). Screens in order: hIAP act | A3A deaminase | hIAP block | PfG6PD inh | ATG4B inhibitor | mIAP act | HKDC1 inhibitor | mIAP block
CCC(C(=O)N1CCN(c2ccccc2OC)CC1)c1ccccc1 (stereo not given) is listed with 0.85 | -4 | 15 | -10 | -1 | 1 | -10 | -3
COc1ccc(C2=NOC(Cn3nc(C(=O)NCc4cccc(Br)c4)cc3-c3ccccc3)C2)cc1 (stereo not given) is listed with 0.98 | -4 | 2 | 5 | 53* | 1.2 | -1 | -18

Following part:
SMILES	hIAP act	A3A deaminase	hIAP block	PfG6PD inh	ATG4B inhibitor	mIAP act	HKDC1 inhibitor	mIAP block
O=C1c2ccccc2C(=O)N1CC(O)CNc1ccc(Br)cc1 (stereo not given)	1	2	-4	-6	0	1	-2	-2
CCc1ccc(N2C(=O)CC(Cn3nc(C)cc3C)C2=O)cc1 (stereo not given)	1.1	-2	-6	2	-7	1.2	-3	-22
CCc1ccc(N2C(=O)CC(N3CCN(Cc4ccc5c(c4)OCO5)CC3)C2=O)cc1 (stereo not given)	0.95	0	5	7	-8	0.99	-10	1
COC(=O)C(NC(=O)CCC(=O)NC(C(=O)OC)c1ccccc1)c1ccccc1 (stereo not given)	0.84	0	16	-2	-4	1	5	-4
Oc1ccc(-c2nc3ncccn3c2Nc2ccc3c(c2)OCCO3)cc1	1	-5	-5	-19	0	0.81	-1	19
O=C1C2CCCN2C(=O)N1CCCCN1CCN(c2ccc(F)cc2)CC1 (stereo not given)	1.1	0	-12	9	5	0.96	-10	4
O=C(COc1ccc([N+](=O)[O-])cc1)Nc1ccc(S(=O)(=O)N2CCOCC2)cc1	0.92	-4	8	17	-7	0.92	-4	8
O=C(O)C(CCCCNS(=O)(=O)c1ccc(F)cc1)NS(=O)(=O)c1ccc(F)cc1 (stereo not given)	1.1&1.1	2&4	-9&-15	-12&-2	0&6	0.94&1	1&-5	6&-3
COc1ccc(NC(=O)CN2CCN(CC(=O)Nc3ccccc3OC)CC2)c(OC)c1	1.1	-1	-9	-5	-7	0.97	-1	2
Cc1ccccc1OCC(=O)OCC(=O)Nc1ccc(N2CCOCC2)cc1	1	0	-4	5	8	1.1	-9	-7
COc1ccc(C(O)(C2CCCCC2)C(CN2CCCC2)c2ccccc2)cc1 (stereo not given)	1	2	-4	0	7	1	3	-3
O=C(COC(=O)c1cccs1)NCCN1C(=O)CSC1=O	1	0	-1	-13	-1	1.1	0	-6
c1c(CC2CCCC2)nnn1C[C@H]1CC[C@@H]([C@@H]2CC[C@H](Cn3cc(CC4CCCC4)nn3)O2)O1	0.8	-2	20	0	10	0.97	-3	3
CC(=O)c1cccc(NC(=O)COC(=O)COc2c(Cl)cc(Cl)c3ccc(C)nc23)c1	0.94	1	6	-3	-23	0.89	0	11
O=C(CSc1nccc(=O)[nH]1)NCc1ccc(Cl)cc1	0.98	2	2	-15	3	1	-7	-5
CSc1sc(-c2n[nH]c(=S)n2C)c2c1C=CCC2	0.92	1	8	33	-2	0.82	14	18
CC1CCc2c(sc3nc(SCC(=O)O)n(-c4ccccc4)c(=O)c23)C1 (stereo not given)	1.1	-6	-14	-22	-7	1.1	3	-10
Cc1ccc(NC(=O)CN(C)CC(=O)Nc2ccccc2-c2ccccc2)cc1	1.1	6	-8	-5	2	1.1	-11	-8
COc1ccccc1OCC(O)CN1CCN(C(=O)c2ccccc2)CC1 (stereo not given)	1.1	-4	-9	13	0	1	-7	-2
COc1ccc(-c2c(-c3ccc(OC)c(C)c3O)n[nH]c2C)cc1	1.8	-3	-77	3	5	0.76	-2	24
CC(=O)c1ccc(N2CCN(CC(=O)Nc3cc(C)on3)CC2)cc1	1	0	0	-8	-7	1	-2	-4
COc1ccc2[nH]c(CN3CCN(C(C)C)C(CCO)C3)c(C)c2c1 (stereo not given)	1	0	-2	10	-3	0.93	-9	7
CN1CCC(N2CCN(c3cccc(C(F)(F)F)c3)CC2)CC1	0.91	-3	9	11	-4	1	3	-1
COc1ccc(-n2c(SCC(=O)Nc3ncc(Cl)cc3Cl)nc3ccccc32)cc1	1	-1	-3	x	x	0.93	x	7
O=C(CSc1nc2ccccc2o1)N1CCOCC1	0.8	-2	20	16	-2	1.1	-4	-9
O=C(CCc1ccccc1)C(=O)N1CCCC(C(=O)c2cccc(Cl)c2)C1 (stereo not given)	0.81	-1	20	-5	11	0.94	-11	6
CCCCOCCCNS(=O)(=O)c1ccccc1	1	-2	-3	-5	2	1.1	-7	-9

By substructure: the compounds so far containing an aryl thioether with sulfur outside any ring.
SMILES	hIAP act	A3A deaminase	hIAP block	PfG6PD inh	ATG4B inhibitor	mIAP act	HKDC1 inhibitor	mIAP block
Cc1cccc(-n2ccnc2SCC(=O)Nc2ccc3c(c2)OCCO3)c1	0.97	-1	3	2	0	0.99	0	1
CCn1c2ccccc2c2cc(NC(=O)CSc3nnc(-c4cccc(F)c4)o3)ccc21	0.91	3	9	-5	-2	1	-2	-3
CCCCc1c(C)nc2ccccc2c1SCCC(=O)O	1	0	-1	-16	-4	1	2	-1
CC(Sc1nc2c(c(=O)[nH]1)CCCC2)C(=O)Nc1ccccc1C#N (stereo not given)	1.1	-2	-10	-68	-2	1.1	3	-6
Cc1cc(C)nc(SCC(=O)N(C)CC(=O)Nc2ccccc2Br)n1	1	-3	-3	-17	4	0.95	-2	5
O=C(CSc1nccc(=O)[nH]1)NCc1ccc(Cl)cc1	0.98	2	2	-15	3	1	-7	-5
CSc1sc(-c2n[nH]c(=S)n2C)c2c1C=CCC2	0.92	1	8	33	-2	0.82	14	18
CC1CCc2c(sc3nc(SCC(=O)O)n(-c4ccccc4)c(=O)c23)C1 (stereo not given)	1.1	-6	-14	-22	-7	1.1	3	-10
COc1ccc(-n2c(SCC(=O)Nc3ncc(Cl)cc3Cl)nc3ccccc32)cc1	1	-1	-3	x	x	0.93	x	7
O=C(CSc1nc2ccccc2o1)N1CCOCC1	0.8	-2	20	16	-2	1.1	-4	-9
